Screens: PubChem BioAssay, National Center for Advancing Translational Sciences (NCATS)
aSyn yeast inh – rescues yeast growth from alpha-synuclein toxicity. Yeast expressing alpha-synuclein, growth rescue, BacTiter-Glo, 24 h. Potency, µM (doses to about 46.1 µM), inactives show top-dose growth rescue (activation), most hits filed as activators. 0.14% of 370,000 active; further: % of control where 0% means no effect; nearly all actives have a fitted effect of over 65% in size
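Readout is rescue of growth in alpha-synuclein-expressing yeast, so inhibitors of toxicity appear as activators. Growth after 24 hr at 30 deg C in galactose medium is quantified by luminescence.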
PTHR1 agonist – PTHR1 (human) receptor agonism; Q03431; HEK293 GP2 PTHR1 cells, GloSensor cAMP luminescence, 1 h; Potency, µM (series often up to 115 µM), for inactives: top-dose activation, usual class: activators; 0.075% of 410,000 active; AID 743266; further: nearly all actives have a fitted effect of over 55% in size; some results filed as inactive show a strong effect at the top dose; inactives centre near -15; many of its hits are not listed in these tables
Target sequence (Q03431 whole entry, looked up): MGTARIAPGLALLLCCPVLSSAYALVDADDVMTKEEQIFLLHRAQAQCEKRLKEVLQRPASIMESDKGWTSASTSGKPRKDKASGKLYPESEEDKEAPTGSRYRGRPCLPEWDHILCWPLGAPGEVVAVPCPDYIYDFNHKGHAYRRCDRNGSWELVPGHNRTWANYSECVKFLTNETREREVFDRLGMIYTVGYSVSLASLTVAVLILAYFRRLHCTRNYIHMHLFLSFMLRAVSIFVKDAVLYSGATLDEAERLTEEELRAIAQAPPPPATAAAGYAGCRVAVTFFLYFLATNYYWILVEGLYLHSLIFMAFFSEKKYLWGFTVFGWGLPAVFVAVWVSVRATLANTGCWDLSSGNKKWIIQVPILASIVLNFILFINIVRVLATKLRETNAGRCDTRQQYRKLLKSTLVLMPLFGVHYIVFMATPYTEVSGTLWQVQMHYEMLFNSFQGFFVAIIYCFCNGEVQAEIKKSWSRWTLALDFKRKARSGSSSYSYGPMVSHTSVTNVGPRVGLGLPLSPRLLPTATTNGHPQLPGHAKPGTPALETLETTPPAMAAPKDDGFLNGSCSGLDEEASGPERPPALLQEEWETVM
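HEK-293-derived GP2 cells expressing PTHR1 and a GloSensor cAMP reporter, 3,000/well, plated overnight, given luciferin plus IBMX (each 0.5 mM as added) for 1 h at 37 °C, then compound for 1 h at 37 °C. Luminescence was read after 15 min at room temperature.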
TDP-43 yeast inh – inhibitors of TDP-43 toxicity in yeast. 1.8% of 410,000 active. TDP-43 expressing yeast growth rescue, BacTiter-Glo, 24 h. Potency, µM (top dose mostly 46.1 µM), for the others: at the top dose growth rescue (activation), usual class: activators; further: % of control where 0% means no effect; nearly all actives have a fitted effect of over 50% in size
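Growth rescue of TDP-43-toxic yeast measured as ATP luminescence (BacTiter-Glo). Cells grown to mid-log in raffinose, induced in galactose at OD600=0.02, exposed to compound 24 hr at 30 deg C.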
EPAC2 antag – antagonists of human EPAC2 | Potency, µM (top dose mostly 114 µM), for the others: at the top dose activity, negative = inhibition, actives largely listed as inhibitors | 0.18% of 360,000 active | EPAC2 GEF exchange of Rap1B-BODIPY-GDP, fluorescence; further: on the % scale 0 is the no-effect control and ±100 the full control effect; nearly all actives have a fitted effect of over 45% in size; many of its hits are not listed in these tables
EPAC1 ag – EPAC1 (human) agonism | O95398 | EPAC1 agonist qHTS, biochemical assay; response scale: 100% = response to 6.5 mM cAMP | Potency, µM (doses to about 154 µM), for inactives: at the highest dose activation, usual class: activators | 0.073% of 360,000 active | AID 720707; further: nearly all actives have a fitted effect of over 60% in size
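Normalized to 6.5 mM cAMP, activity reflects EPAC1-catalysed release of BODIPY-GDP from Rap1B, followed kinetically over 30 min at 480 nm excitation, 540 nm emission. Reaction contained 100 nM EPAC1, 250 nM Rap1B-BODIPY-GDP, 50 uM GDP.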
EPAC2 ag – activates human EPAC2 exchange factor. Q8WZA2. EPAC2 activation, biochemical qHTS; response scale: 100% = 6.5 mM cAMP response. Potency, µM (series often up to 154 µM), for the others: at the top dose activation, actives largely listed as activators. 0.079% of 360,000 active; further: nearly all actives have a fitted effect of over 50% in size
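Setup: EPAC2 100 nM, labeled Rap1B complex 250 nM, free GDP 50 uM. Compound titrations pinned in, brief spin, 5 min room temperature incubation. Kinetic fluorescence read over 30 min, normalized to 6.5 mM cAMP.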
FUS suppressor – rescues growth of FUS-expressing yeast. S. cerevisiae FUS-expressing, growth rescue, OD600, 24 h. Potency, µM (titrated, usually from 76.6 µM), without a hit: at the top dose growth rescue (activation), usual class: activators. 0.24% of 390,000 active. AID 1347120;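 further: plate controls were DMSO vehicle for no effect and reference control for full effect; nearly all actives have a fitted effect of over 55% in size; some results filed as inactive show a strong effect at the top dose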
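Galactose (2%) drives FUS expression in yeast precultured in raffinose; seeding density OD 0.005. Test compounds incubated 24hr at 30C and 99% humidity before absorbance at 600 nm was measured.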
EPAC1 antag – antagonists of human EPAC1 | O95398 | EPAC1 GEF assay, Rap1b-BODIPY-GDP exchange fluorescence | Potency, µM (doses to about 115 µM), without a hit: top-dose activity change, negative = inhibition, usual class: inhibitors | 0.14% of 360,000 active;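 further: plate controls were vehicle for no effect and positive control for full effect; nearly all actives have a fitted effect of over 50% in size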
An asterisk follows results filed as active; i = inactive; ? = inconclusive; / = not tested or not shown; [ ] = another dose, or the depositor's remark. The call rests on the fitted dose curve; in most records, active means well fitted curve in the direction sought with a large enough effect; inconclusive means small, poorly fitted or top-dose-only effect, or another doubt; inactive means no such curve, though single readings can be large; an effect the other way counts as inactive or inconclusive. Potency means the concentration at half of the fitted maximal effect.

Labels used below: A = aSyn yeast inh; B = PTHR1 agonist; C = TDP-43 yeast inh; D = EPAC2 antag; E = EPAC1 ag; F = EPAC2 ag; G = FUS suppressor; H = EPAC1 antag
> Cc1ccc(C)c(NC(=O)CSc2nnc(CSc3nc(C)cc(C)n3)n2Cc2ccco2)c1
  A: 9%	B: -12%	C: 3%	D: -1%	E: 7%	F: 13%	G: 20%	H: 0%
> Cc1c(CC(=O)NCCCO)c(=O)oc2cc3c(cc12)CCC(C)(C)O3
  A: ?	B: i	C: 0%	D: 0%	E: -9%	F: 4%	G: -26%	H: -1%
> O=C(c1cc2ccccc2o1)N1CCN(S(=O)(=O)c2ccc(Cl)s2)CC1
  A: -7%	B: -34%[inhibitor]	C: 2%	D: -1%	E: 1%	F: 11%	G: /	H: 4%
> CC1(C(=O)NS(=O)(=O)Cc2cccc(Cl)c2)CCN1C(=O)c1ccc(C2CCCCC2)cc1 (configuration not stated)
  A: -9%	B: i	C: 23%	D: -16%	E: -7%	F: -2%	G: 5%	H: -21%
> S=C1NCc2cncnc2N1
  A: 1%	B: -19%	C: 10%	D: 8%	E: -5%	F: -4%	G: 0%	H: 7%
> CC1(C)Cc2c(sc3nc4n(c(=O)c23)CCC4)CO1
  A: 4%	B: i	C: -1%	D: 2%	E: 0%	F: 0%	G: -14%	H: 19%
> COc1ccc(Br)cc1CN1CCN(Cc2c[nH]c3ccccc23)CC1
  A: -3%	B: i	C: -15%	D: 2%	E: -3%	F: 20%	G: 42%	H: -6%
> CC(=O)Nc1ccc(NC(=O)C(C)Sc2nnc(-c3cccs3)o2)cc1 (configuration not stated)
  A: ?	B: i	C: 6%	D: 5%	E: 10%	F: 14%	G: -12%	H: -8%
> O=C(CCN1CCN(C/C=C/c2ccccc2)CC1)Nc1ccc(Cl)cc1
  A: 17%	B: -15%	C: 0%	D: 22%	E: -7%	F: 5%	G: /	H: -17%
> S=C(Nc1ccc(Cl)cc1)NC1CC2CCC(C1)N2Cc1ccccc1 (configuration not stated)
  A: 2%	B: 2%	C: 10%	D: -6%	E: 9%	F: 18%	G: 22%	H: -8%
> COc1cccc(NC(=O)Nc2ccc(Br)cn2)c1
  A: 1%	B: -8%	C: 7%	D: 1%	E: 4%	F: -1%	G: -14%	H: -4%
> COc1cccc(C(=O)Nc2cc(OC)ccc2NC(=O)c2ccco2)c1
  A: 1%	B: i	C: -14%	D: 17%	E: -3%	F: -6%	G: 8%	H: 0%
> COc1ccc(C)cc1NC(=O)Cn1c(=O)oc2ccccc21
  A: -4%	B: i	C: -18%	D: 3%	E: -1%	F: 3%	G: 9%	H: 13%
> O=C(CN1C(=O)COc2ccccc21)N(Cc1cccnc1)Cc1ccccc1F
  A: 4%	B: -5%	C: -13%	D: 1%	E: 0%	F: 9%	G: 16%	H: -13%
> CCOC(=O)N1CCN(C(=O)CSc2ccc3nnc(-c4ccccn4)n3n2)CC1
  A: -1%	B: -22%	C: -12%[9.22 µM]	D: 12%	E: -2%	F: -4%	G: 8%	H: -14%
> COc1cc(C(=O)NCc2cccs2)ccc1OCc1c(C)noc1C
  A: -2%	B: -50%[inhibitor]	C: 22%	D: 1%	E: 7%	F: -4%	G: -12%	H: -1%
> CC(C)C(=O)NC(=S)NCC(=O)c1ccccc1
  A: -1%	B: i	C: 16%	D: 14%	E: -3%	F: 4%	G: 15%	H: 2%
> CCCCOP(=O)(c1ccc(N(C)C)cc1)C(O)c1cccnc1 (configuration not stated)
  A: /	B: 0%	C: 2%	D: 5%	E: 0%	F: -1%	G: -1%	H: 1%
> CCOc1ccc(OCC)c(NC(=O)CN(C)S(=O)(=O)c2ccc3c(c2)CCCC(=O)N3)c1
  A: 0%	B: -15%	C: ?	D: /	E: /	F: /	G: 22%	H: /
> COc1cc(C(=O)Nc2nnc(C(F)(F)F)s2)c([N+](=O)[O-])cc1OC
  A: 3%	B: -15%	C: 0%	D: 10%[57.1 µM]	E: 4%	F: 18%	G: 5%	H: 1%
> COC(=O)c1sc(S(=O)(=O)Nc2ccc(Br)cc2)c(C(=O)OC)c1C
  A: 8%	B: -13%	C: ?	D: -21%	E: 0%	F: -3%	G: 13%	H: ?
> N#Cc1ccc(OC(=O)Cc2ccsc2)cc1
  A: -1%	B: 7%	C: 22%	D: 8%	E: 1%	F: 1%	G: -11%	H: -16%
> COc1cc(CCN(C(C)=O)C2C(=O)Nc3ccccc3N=C2c2ccc3c(c2)OCO3)cc(OC)c1 (configuration not stated)
  A: 1%	B: -25%	C: 14%	D: 13%	E: -5%	F: 4%	G: ?	H: -11%
> CCCn1c(SCC(=O)Nc2cc(Cl)ccc2OC)nc(O)cc1=O
  A: -7%	B: i	C: -21%	D: -1%	E: -10%	F: -1%	G: ?	H: -25%
> Cc1nn(C(C)C(=O)NCCCN2CCCCC2C)c(=O)c2c1sc1ccccc12 (configuration not stated)
  A: -1%	B: i	C: 17%	D: -2%	E: 15%	F: 3%	G: -10%	H: 2%
> C1=Nc2ccccc2CN1c1ccccc1
  A: -13%	B: i	C: -4%	D: 1%	E: 17%	F: 10%	G: -3%	H: -1%
> COc1ccc(C(=O)Nc2ccc(N3CCC(C)CC3)cc2)cc1Br
  A: 6%	B: -3%	C: -2%[9.22 µM]	D: 7%	E: -8%	F: 9%	G: 0%	H: -7%
> Cc1ccc(-c2noc(CSc3ccccc3)n2)cc1
  A: -8%	B: -23%	C: 23%	D: -1%	E: 15%	F: 12%	G: 10%	H: 4%
> O=C(COC(=O)c1cc(Cl)ccc1O)NC(=O)NCc1ccccc1
  A: -8%	B: -11%	C: 14%	D: 1%	E: -3%	F: 6%	G: -21%	H: -2%
> CC(Oc1ccc(C#N)cc1)C(=O)c1ccc(F)c(F)c1 (configuration not stated)
  A: 1%	B: -10%	C: ?	D: -15%	E: 5%	F: -1%	G: -11%	H: -18%

Part of the list above, comma-delimited.
SMILES,aSyn yeast inh,PTHR1 agonist,TDP-43 yeast inh,EPAC2 antag,EPAC1 ag,EPAC2 ag,FUS suppressor,EPAC1 antag
CCOc1ccc(OCC)c(NC(=O)CN(C)S(=O)(=O)c2ccc3c(c2)CCCC(=O)N3)c1,0%,-15%,?,/,/,/,22%,/
C1=Nc2ccccc2CN1c1ccccc1,-13%,i,-4%,1%,17%,10%,-3%,-1%
CC(Oc1ccc(C#N)cc1)C(=O)c1ccc(F)c(F)c1 (configuration not stated),1%,-10%,?,-15%,5%,-1%,-11%,-18%

Next section:
Labels used below: A = aSyn yeast inh; B = PTHR1 agonist; C = TDP-43 yeast inh; D = EPAC2 antag; E = EPAC1 ag; F = EPAC2 ag; G = FUS suppressor; H = EPAC1 antag
> Cc1noc(C)c1CSc1nc2ccccc2n1C
  A: 0%	B: i	C: 8%	D: 15%	E: 7%	F: 8%	G: ?	H: 11%
> CCCc1cc(C(=O)N2CCN(c3ccc(C(F)(F)F)cn3)CC2)sc1C
  A: -1%	B: -24%	C: 19%	D: -17%	E: -15%	F: -7%	G: 22%	H: ?
> O=Nc1c(O)ccc2cc(S(=O)(=O)O)ccc12
  A: 11%	B: -7%	C: -15%	D: 2%	E: 4%	F: -3%	G: /	H: -10%
> COC(=O)CN(c1ccc(C)c(Cl)c1)S(C)(=O)=O
  A: -1%	B: -39%[inhibitor]	C: 18%	D: 6%	E: -2%	F: -3%	G: -14%	H: 1%
> CCOc1ccc(-c2cc(N)n(S(=O)(=O)c3ccc(OC)c(OC)c3)n2)cc1
  A: 1%	B: -56%[inhibitor]	C: 3%	D: -10%	E: -6%	F: 18%	G: -2%	H: -24%
> O=C1NC[C@H](c2ccccc2)OC(=O)[C@@H](Cc2ccc(F)cc2)CC/C=C/C[C@@H]1CC(=O)N(CCO)Cc1ccccc1
  A: 23%	B: -8%	C: 12%	D: 7%	E: -1%	F: 0%	G: 45%	H: -14%
> COC(=O)[C@]12CCCCC=C1N(Cc1ccccc1)C(=O)[C@H](CC(=O)NCCC(C)C)C2
  A: -4%	B: -78%[inhibitor]	C: 21%	D: -9%	E: -10%	F: 5%	G: 18%	H: -16%
> CCN1CCCC1Cn1cnc2c([nH]c3ccc(C)cc32)c1=O (configuration not stated)
  A: 0%	B: -37%[inhibitor]	C: 16%	D: 5%	E: 5%	F: 5%	G: 25%	H: -3%
> COc1ccc(OCC(=O)Nc2ccc(S(=O)(=O)N(C)c3ccccc3)cc2)cc1
  A: 9%	B: -36%[inhibitor]	C: -6%	D: -8%	E: 12%	F: 17%	G: 17%	H: -9%
> O=C(O)C1C2C=CC(C2)C1C(=O)NCCCn1ccnc1 (configuration not stated)
  A: -18%	B: i	C: 21%	D: 4%	E: -3%	F: 6%	G: 9%	H: 5%
> O=C(NC(=S)Nc1ccccc1Cl)c1cnn2c(C(F)(F)F)cc(C(F)(F)F)nc12
  A: -7%	B: -12%	C: 1%	D: -21%	E: 7%	F: -3%	G: -32%	H: -2%
> O=C(CN1C(=O)COc2ccc(S(=O)(=O)N3CCOCC3)cc21)NCc1ccco1
  A: -1%	B: i	C: -24%	D: -18%	E: -8%	F: -2%	G: -7%	H: -7%
> CN(Cc1cccc([N+](=O)[O-])c1)Cc1cccc2ccccc12
  A: 2%	B: i	C: -7%	D: -10%	E: 5%	F: 13%	G: 18%	H: -6%
> COc1ccc(/C=C/C(=O)NNC(=O)C(C)Oc2ccccc2F)cc1OC (configuration not stated)
  A: -5%	B: i	C: 5%	D: 18%	E: -7%	F: 7%	G: 3%	H: 2%
> CCc1ccccc1NNC(=O)CCc1ccccc1
  A: 3%	B: i	C: -12%	D: -13%	E: 5%	F: 0%	G: 5%	H: 5%
> COc1ccc(CN2CC(COCc3ccccc3)Oc3ccccc3S2(=O)=O)cc1 (configuration not stated)
  A: 5%	B: -22%	C: 9%	D: 7%	E: -12%	F: 7%	G: 14%	H: -10%
> Cc1cc(C)c2nc(Nc3nc(-c4ccccc4)cc(=O)[nH]3)nc(C)c2c1
  A: -2%	B: i	C: -1%	D: 7%	E: 0%	F: -7%	G: 17%	H: -28%
> C[C@H](C(=O)NCc1ccccc1)C(=O)c1ccccc1
  A: -9%	B: i	C: 17%	D: 2%	E: 1%	F: 6%	G: -6%	H: 1%

Only EPAC1 antag, for two of the compounds above:
SMILES,EPAC1 antag
COc1ccc(/C=C/C(=O)NNC(=O)C(C)Oc2ccccc2F)cc1OC (configuration not stated),2%
O=C(CN1C(=O)COc2ccc(S(=O)(=O)N3CCOCC3)cc21)NCc1ccco1,-7%

These rows are one share of the data. The share of hits here may be higher or lower than overall.
